# MITF TRPM1 HTS = increases MITF-driven TRPM1 promoter luciferase signal. SK-MEL-5 TRPM1-promoter luciferase, 24 h; % of positive control, neutral wells = 0. activation, % at 12.5 µM. 300,000 tested, 0.75% active;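 active means mean activation of at least 80% with every replicate also reaching 80%; inconclusive means mean reaches 80% but some replicate falls short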;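 further: 0% = neutral control wells and 100% = parthenolide positive control wells; values of inactives mirror those of a sister screen read the other way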
# HTR5A ag = counter-screen for OPRM1-OPRD1 agonists: human HTR5A agonism; 340,000 tested, 0.61% active; HTR5A agonist assay, luminescence, cell-based; P47898; activation, % at 9.3 µM; AID 504692; in the data active means activation mostly above about 9.5%, no sharp cut-off; inactive means mostly below about 7.6%;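 further: 0% = cells with vehicle only and 100% = reference agonist; strong numbers were not always called active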
# Target sequence (P47898 whole entry, looked up): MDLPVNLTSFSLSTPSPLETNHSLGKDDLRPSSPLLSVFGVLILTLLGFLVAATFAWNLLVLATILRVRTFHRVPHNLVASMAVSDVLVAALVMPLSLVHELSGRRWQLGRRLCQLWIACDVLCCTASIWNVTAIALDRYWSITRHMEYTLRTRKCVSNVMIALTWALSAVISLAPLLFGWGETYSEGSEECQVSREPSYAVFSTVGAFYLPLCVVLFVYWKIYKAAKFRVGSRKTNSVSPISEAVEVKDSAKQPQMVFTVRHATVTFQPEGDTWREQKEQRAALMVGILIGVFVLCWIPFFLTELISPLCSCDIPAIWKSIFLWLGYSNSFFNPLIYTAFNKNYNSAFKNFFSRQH
# SR-BI HDL uptake = blocks mouse SR-BI lipid uptake from DiI-HDL. Q61009. AID 488896. inhibition, % at 12.5 µM. 320,000 tested, 0.96% active. ldlA[mSR-BI] CHO cells, DiI-HDL uptake fluorescence, 3 h;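 active means mean replicate inhibition of at least 70% and a set share of replicates each scoring 70 or more; inconclusive means meets just one of the two criteria; inactive means fails both criteria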;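 further: 0% = median of neutral control wells and 100% = median of positive control wells; values of inactives mirror those of a sister screen read the other way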
# Rtt109 HAT inh = C. albicans Rtt109 histone acetyltransferase inhibition; Q5AAJ8; purified Rtt109/Vps75, ThioGlo CoA-SH fluorescence, 4 h; inhibition, % at 34.9 µM; 330,000 tested, 0.16% active; AID 540336;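 active means inhibition of at least 50% in every replicate; inconclusive means best replicate reaches 50% inhibition but some replicates fall short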
# Target sequence (Q5AAJ8 whole entry, looked up): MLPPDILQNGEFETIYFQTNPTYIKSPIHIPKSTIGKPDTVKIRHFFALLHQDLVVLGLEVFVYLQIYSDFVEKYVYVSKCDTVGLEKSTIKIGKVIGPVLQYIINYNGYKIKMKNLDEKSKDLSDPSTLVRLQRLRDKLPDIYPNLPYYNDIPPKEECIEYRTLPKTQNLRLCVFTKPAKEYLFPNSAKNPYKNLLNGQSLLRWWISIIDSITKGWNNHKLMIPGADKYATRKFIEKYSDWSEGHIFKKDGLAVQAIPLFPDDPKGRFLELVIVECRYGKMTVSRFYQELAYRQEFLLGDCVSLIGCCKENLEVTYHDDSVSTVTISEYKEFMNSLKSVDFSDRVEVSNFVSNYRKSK
# cardiac RTF act = cardiac RTF calcium sensitization; 340,000 tested, 0.24% active; P19429+P45379; AID 493008; IANBD-labeled TnC RTF fluorescence at EC20 calcium; 0% EC20 calcium, 100% full calcium; activation, % at 7.2 µM;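 active means activation above the mean over all tested compounds plus 3 SD, cut at about 30% in these data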;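 further: rise in fluorescence read as greater calcium sensitivity of cardiac thin filaments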
# PvdQ inh = P. aeruginosa PvdQ acylase inhibition; 340,000 tested, 0.063% active; inhibition, % at 10 µM; AID 488965; purified PvdQ acylase, fluorescence plate reader; in the data active means inhibition above about 30%, passing the limit was not always enough; inconclusive means no clear call, values can overlap the other calls;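 further: 0% = vehicle neutral wells and 100% = reference inhibitor wells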
# SR-BI uptake up = activators of SR-BI mediated HDL lipid uptake | CHO ldlA[mSR-BI] cells, DiI-HDL uptake fluorescence, 3 h; 100 = double the neutral-control signal | activation, % at 12.5 µM | 320,000 tested, 0.096% active | AID 504775;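 active means mean replicate activation of at least 60% and every replicate at or above 60%; inconclusive means mean or all-replicate condition met, but not both; inactive means mean below 60% and not all replicates reaching 60%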;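 further: 0% = median plate neutral-control signal and 100% = twice that signal; values of inactives mirror those of a sister screen read the other way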
#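 material = CHO ldlA[mSR-BI] cells | medium = Ham's F12 with 0.5% BSA, HEPES 25 mM, pH 7.4 | reagent = fluorescent DiI-HDL, 10 µg/mL final | compound dosing = single-point compound dose | incubation = 3 h, 37 °C | measured by = bottom-read fluorescence, 550/595 nm | measure = HDL uptake via cellular fluorescence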
# Wnt bcat act = Wnt/beta-catenin pathway activation; AID 743398; activation, % at 9.35 µM; 300,000 tested, 1.2% active; Wnt/beta-catenin reporter cell assay, activator, plate reader; in the data active means activation above about 30%, passing the limit was not always enough; inconclusive means no clear call, values can overlap the other calls;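 further: 0% = neutral control wells and 100% = positive control wells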
# CDK5 p35 inh = blocks human CDK5/p35 kinase activity. Q00535+Q15078. Recombinant CDK5/p35, ADP-Glo luminescence, 60 min. inhibition, % at 10 µM. 330,000 tested, 0.01% active. AID 488839;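 active means highest replicate inhibition of at least 50% and at least 75% of replicates reaching 50%; inconclusive means only one of the two criteria met; inactive means both criteria failed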;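 further: plate controls were DMSO neutral control for no effect and GW8510 at 10 µM for full effect; many of its hits are not listed in these tables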
# dFosB activator = enhances mouse delta FosB homodimer DNA binding; 340,000 tested, 0.99% active; AID 493131; activation, % at 25 µM; purified delta FosB, TAMRA-CDK5 oligo fluorescence polarization; percent of positive-control signal above neutral wells; P13346;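 active means mean activation above about 17%, with every replicate also reaching it, limit read from the data, passing the limit was not always enough; inconclusive means only one of the two conditions met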;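 further: fluorescence polarization rise as delta FosB binds a TAMRA Cdk5 AP-1 oligo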
# Target sequence (P13346 whole entry, looked up): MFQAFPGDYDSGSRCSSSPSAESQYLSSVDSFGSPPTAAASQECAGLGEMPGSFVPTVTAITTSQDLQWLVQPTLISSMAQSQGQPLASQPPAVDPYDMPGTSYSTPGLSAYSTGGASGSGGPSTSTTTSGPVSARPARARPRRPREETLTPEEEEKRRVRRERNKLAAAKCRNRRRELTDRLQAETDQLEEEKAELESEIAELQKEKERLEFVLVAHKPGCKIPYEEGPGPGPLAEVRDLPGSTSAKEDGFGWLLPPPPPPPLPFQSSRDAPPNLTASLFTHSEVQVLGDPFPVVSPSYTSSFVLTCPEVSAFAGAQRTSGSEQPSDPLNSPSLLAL
# The depositor's hits bear a star; ? = inconclusive; . = no result given.
SMILES,MITF TRPM1 HTS,HTR5A ag,SR-BI HDL uptake,Rtt109 HAT inh,cardiac RTF act,PvdQ inh,SR-BI uptake up,Wnt bcat act,CDK5 p35 inh,dFosB activator
CN(C)C(CNC(=O)c1cccc(S(=O)(=O)N(C)C)c1)c1ccccc1 (stereo not drawn),.,4.3,6.2,-2.8,15.7,-11.7,-6.2,.,-0.8,-5.0
Cc1cccc2sc(N(CCCN(C)C)C(=O)c3ccc(Cl)s3)nc12,22.1,0.5,.,5.1,-0.6,-5.9,.,-2.2,0.0,-15.1
COc1ccccc1-c1cc(C(F)(F)F)nc(S(=O)(=O)CCCC(=O)NCc2ccc(F)cc2)n1,-88.8,-3.7,-2.8,-10.2,-1.6,3.7,2.8,5.0,0.0,-13.1
O=C(COC(=O)C1CCCN1C(=O)c1cccs1)Nc1ccc2c(c1)OCO2 (stereo not drawn),-7.9,-4.4,-10.5,10.3,-4.6,-2.8,10.5,0.7,-0.7,4.5
CC(=O)N1CCN(C(=O)c2cc(S(=O)(=O)N3CCN(c4ccccc4)CC3)ccc2Cl)CC1,2.2,0.8,-6.6,3.2,1.1,-14.0,6.6,-1.0,0.2,-7.5
Cc1ccc(NC(=O)Cn2ccc([N+](=O)[O-])n2)cc1C,-3.4,2.1,-14.1,30.9,8.0,-7.2,14.1,-1.5,0.8,4.7
O=C(NCc1ccccc1Cl)c1ccc2nc[nH]c2c1,1.7,0.3,-0.2,-1.7,16.8,-12.2,0.2,0.5,1.7,-9.3
O=C(COC(=O)/C=C/c1ccc(OC(F)F)cc1)Nc1ccc(S(=O)(=O)N2CCCC2)cc1,-3.8,-1.5,.,0.8,-0.3,-6.2,.,.,-1.8,-2.0
COc1cc2oc(=O)cc(-c3ccc(-c4ccc(C)cc4)cc3)c2c(OC)c1OC,23.9,3.8,-18.1,1.4,-0.2,-14.9,18.1,-1.6,-1.3,-1.9
CC1CCC2(CC1)NC(=O)N(CC(=O)Nc1ccc(C(N)=O)cc1)C2=O (stereo not drawn),-4.0,1.4,-19.7,-3.8,-0.5,-4.2,19.7,-1.1,0.6,1.2
CC(C)(C)OC(=O)NCc1ccc(CNC(=O)c2nc[nH]c2C(=O)N2CCc3ccccc3C2)cc1,-1.4,2.8,3.5,14.6,-9.8,-5.5,-3.5,6.3,-0.9,1.6
C/C(=N\NC(=O)c1nc2ccccn2c1C)c1cccc([N+](=O)[O-])c1,-4.2,3.0,-10.0,4.4,-0.4,-7.1,10.0,-3.5,-0.1,1.1
CC1=Nc2cccc3cccc(c23)N1,.,-3.4,24.1,0.7,6.2,-21.2,-24.1,0.8,-2.9,7.8
CCn1c(SCC(=O)Nc2ccc(F)cc2)nc2ccccc2c1=O,9.7,0.6,.,0.3,-0.8,-12.9,.,13.9,0.0,-7.7
O=C(N/N=C/c1ccc([N+](=O)[O-])o1)c1sc2ccccc2c1Cl,-76.7,-3.2,.,-22.1,3.5,-22.3,.,31.8*,1.9,-14.2
CC(=O)Oc1cc2oc(=O)cc(C)c2cc1Cl,3.8,6.2,-24.9,-19.4,5.6,-5.2,24.9,3.8,-0.7,-6.3
COc1ccc(-n2c(=O)c3c(C)c(C)sc3n(Cc3cccc(F)c3)c2=O)c(OC)c1,0.6,2.0,.,22.1,-3.2,14.7,.,-6.9,-0.2,-4.2
CCOC(=O)C1=CN(Cc2ccco2)S(=O)(=O)N(C)C1c1ccc(F)c(Cl)c1 (stereo not drawn),5.0,0.5,-10.7,3.0,-3.0,-11.3,10.7,-1.3,-2.6,-13.9
C#CCOCCOCCOCCNc1nc(N2CCN(C(=O)CCCCCCCCCCNC(=O)Cn3cc(C[C@@H](C)O)nn3)CC2)nc(N2CCN(C(=O)CCCCCCCCCCNC(=O)[C@H](CO)n3cc(CCCSC)nn3)CC2)n1,-57.4,-2.1,16.6,8.4,5.1,-19.3,-16.6,-7.6,1.2,-11.8
COc1ccc(C(=O)Nc2c(N)nc(SCC(=O)N3CCC(C)CC3)[nH]c2=O)cc1,7.1,-4.8,0.1,-1.3,-1.1,-16.6,-0.1,-0.8,-2.5,-1.8
CC1CCN(c2nnc(NC(=O)Cn3c(=O)oc4ccccc43)s2)CC1,.,5.4,-7.8,-4.3,3.8,-11.7,7.2,-3.2,0.5,0.8
COCCn1c(C)cc(C(=O)CN2C(=O)NC3(CCCCCCC3)C2=O)c1C,70.4,-1.2,34.5,.,2.5,-12.0,-34.5,16.8,0.3,1.8
Cc1ccc(NC(=O)N(C2CCCCC2)C(C)c2cccnc2)cc1C (stereo not drawn),.,-2.1,-24.5,-8.3,-1.6,-2.5,24.5,5.3,-1.0,-0.6
N#C/C(=C/c1ccc(N2CCOCC2)o1)C(=O)N1CCOCC1,-9.1,-2.5,-12.7,-1.6,64.8*,7.1,12.7,-3.8,0.2,5.4
CCNc1nc(OCC)nc(N2CCC(Cc3ccccc3)CC2)n1,11.0,-0.4,-0.8,-1.0,-1.6,-6.0,0.8,0.0,1.0,-6.6
O=C(N/N=C\c1ccc[nH]1)C1COc2ccccc2O1 (stereo not drawn),3.9,-3.0,-11.1,4.3,-2.7,-9.2,11.1,-0.4,0.1,-8.5
CCN(CC)c1ncnc2sc(C(=O)N3CCN(c4ccc(OC)cc4)CC3)c(C)c12,.,9.3,18.2,0.4,0.3,-8.1,-18.2,-2.3,1.0,-3.9
Cc1cnn(-c2cc(N/N=C/c3ccccc3)ncn2)c1,25.6,1.4,-2.4,-0.3,-4.6,3.3,2.4,1.9,2.2,3.1
O=C(Nc1ccc(S(=O)(=O)NCc2ccco2)cc1)c1ccc2ccccc2n1,-3.1,10.0,34.7,5.0,-9.5,-1.3,.,6.1,-0.5,3.1
Nc1ccc2c(c1)C(=O)C(=O)c1ccccc1-2,-106.3,4.3,4.9,-8.9,-2.1,2.4,-4.9,.,2.1,1.0
CCOc1ccc(CN2CCNC(=O)C2CC(=O)NCCCOc2cccnc2)cc1 (stereo not drawn),-4.4,6.7,-1.2,7.2,-3.2,-4.7,1.2,14.8,2.6,-10.1
COC(=O)Cc1ccc(NC(=S)NCCCN2CCOCC2)cc1,0.4,5.4,-5.4,-1.1,16.6,-7.5,5.4,-2.4,-6.1,0.0
CCC(=O)NNc1nc2c(F)cc(F)cc2s1,.,-0.2,-3.0,-7.4,5.5,-20.5,3.0,-3.8,0.1,-4.2
CCN(CC)C(=O)c1sc2nc(-c3ccc(OC)cc3)cn2c1C,.,0.7,36.4,1.5,-1.9,5.0,-36.4,.,-2.4,-5.6
Cc1ccc(S(=O)(=O)N2CCC(=O)N(C(COCc3ccc(Cl)cc3)Cc3ccccc3)CC2)cc1 (stereo not drawn),-7.5,0.5,-12.9,1.5,-3.0,-15.8,12.9,-4.4,-1.6,-7.7
CC(=O)c1ccc(NC(=O)C2CCCN2S(=O)(=O)c2ccc(C)cc2)cc1 (stereo not drawn),-5.0,-1.8,-5.9,-1.2,-2.6,-0.3,5.9,3.3,-0.4,0.4
O=C(O)/C=C/C(=O)c1ccc(O)cc1,-9.7,1.8,.,?,-2.0,-10.8,.,3.0,-1.4,0.3
CCc1ccc(S(=O)(=O)Nc2c(C)nn(C)c2C)cc1,-11.1,5.4,-4.2,5.5,-1.6,-10.3,4.2,.,-0.5,-3.3
[O-]/[N+](=C\C=C\c1ccccc1)c1ccccc1,93.6*,-1.1,-10.5,0.1,-5.5,-0.5,10.5,29.5,-1.0,-0.3
Cc1nnc(Oc2ccccc2F)c2ccccc12,30.3,2.3,8.3,-15.2,-1.9,-8.8,-8.3,11.9,1.7,-9.3
CCOc1cccc(-c2nc(C(N)=O)c3[nH]c(=O)n(-c4cccc(Cl)c4)c3n2)c1O,4.7,1.1,-8.7,-10.3,-0.6,-4.3,8.7,1.7,-0.8,-1.2
CCc1ccc(CCC(=O)Nc2ccc(C)cc2C)o1,-0.1,1.9,-16.7,1.5,3.6,-8.2,16.7,.,0.2,-9.3
Cc1c(N=C2C=C(Br)C(=O)C(Br)=C2)c(=O)n(-c2ccccc2)n1C,-9.4,0.8,4.7,-6.4,-0.2,-14.9,-4.7,11.0,2.1,-10.2
Cc1ccc(-c2n[nH]c(=S)n2/N=C/C=C\c2ccccc2[N+](=O)[O-])cc1,-1.1,-4.0,-13.1,5.6,2.2,-3.2,13.1,.,0.8,-4.8
CS(=O)(=O)N1CCC2(CC1)OCCN2S(=O)(=O)c1ccccc1,9.2,9.1,-53.3,0.0,-4.0,-3.1,53.3,0.9,0.4,8.1
ON(CCc1ccncc1)Cc1ccccc1,-8.4,-1.1,-19.4,0.1,-0.2,-1.6,19.4,-1.1,-0.5,-3.7
CCN(C(=N)N=C(N)N)c1ccccc1,6.4,-4.2,-0.3,-6.1,-1.4,-5.0,0.3,-3.2,0.3,-1.8
COc1ccc(Cc2n[nH]c(=S)n2Cc2ccccc2)cc1Cl,-1.0,-3.1,10.3,-8.0,-0.7,-1.1,-10.3,-1.2,0.2,-3.6
CCOC(=O)C1CCN(c2ncnc3c2cnn3C)CC1,8.1,-3.1,-16.8,-2.0,-2.4,-3.0,16.7,.,0.9,-1.0
Cc1ccc(C(=O)O)cc1NC(=O)CCc1ccccc1,-5.4,3.4,3.7,-1.2,4.3,-17.0,-3.7,-1.3,0.9,5.7
COc1ccc(OC)c(NC(=O)CSc2nnc(-c3cnccn3)n2C)c1,2.4,0.7,3.8,2.6,-0.9,-6.6,-3.8,0.1,-0.4,0.8
Cc1ccc(NC(=S)N(CCCN2CCOCC2)Cc2ccccn2)cc1,-2.0,-0.1,-19.3,-0.3,-7.5,-5.3,19.3,-2.7,-0.8,-3.2
CN(CC(=O)Nc1ccc(Cl)c(C(F)(F)F)c1)C(=O)c1ccc2c(c1)NC(=O)CS2,4.4,15.8*,-4.6,12.1,-2.5,4.4,4.6,-3.4,1.0,-16.9
CC(C)(C)NC(=O)COc1ccc(CNCc2cccs2)cc1,-1.3,0.9,-26.1,-4.7,4.3,-7.6,26.1,-7.6,-2.4,-2.2
Cn1cnnc1SCc1ccc(C(=O)N=Nc2c(O)n(Cc3ccc(Cl)cc3)c3ccccc23)cc1,-17.9,7.3,63.6,-3.2,-21.1,-4.2,-63.6,5.8,1.9,-3.2
COCCN(C(=O)CCC(=O)Nc1nccs1)C(C(=O)NC(C)(C)C)c1ccc(C)cc1 (stereo not drawn),9.7,-2.7,18.1,-11.9,-7.8,-2.4,-18.1,-1.4,-3.3,2.0

# From PubChem
